# Bioassay records deposited in PubChem by National Center for Advancing Translational Sciences (NCATS).
# Pin1 inh – qHTS Assay to Find Inhibitors of Pin1; Peptidyl-prolyl cis-trans isomerase NIMA-interacting 1 (Homo sapiens), Q13526; Pin1 FP peptide displacement, HiFluor488, 10 min; Potency, µM (highest dose often 115 µM), inactives show at the highest dose activity, negative = inhibition, most hits filed as inhibitors; 0.009% of 390,000 active; AID 504891, 2011; active means well fitted inhibition curve with a large enough effect in the polarisation, with a control signal flat, not every such curve was filed as active; inconclusive means small, poorly fitted or top-dose-only effect, or effect the other way, or a change in a side signal; inactive means no such curve, though single readings can be large or run the other way; the % refers to the polarisation; further: potency means the concentration at half of the fitted maximal effect; on the % scale 0 is the no-effect control and ±100 the full control effect
# ERG-DNA inh – qHTS for Small Molecule Inhibitors of the ERG Ets/DNA interaction | AID 624246, 2012 | Potency, µM (doses to about 76.9 µM), without a hit: top-dose FP activity, negative = inhibition, hits mostly inhibitors | 0.028% of 370,000 active | Transcriptional regulator ERG (Homo sapiens), P11308 | fluorescence polarization, His-ERG Ets domain / labelled DNA; active means well fitted inhibition curve with a large enough effect in the polarisation, with a control signal flat; inconclusive means small, poorly fitted or top-dose-only effect, or effect the other way, or a change in a side signal; inactive means no such curve, though single readings can be large or run the other way; the % refers to the polarisation;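 further: polarization taken with two DNA probes labelled with fluorescein and Texas red; potency means the concentration at half of the fitted maximal effect; % of control where 0% means no effect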
#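 His-tagged ERG Ets domain (1 uM in the protein solution; 300mM KCl, 50mM Tris-HCl, 1mM EDTA, 1mM DTT, pH 7.5) received compound, then a probe mix of 5 nM fluorescein-DNA and 100nM Texas-615-DNA. Fluorescence polarization was read for both dyes.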
# HP1b binding inh – HTS for Inhibitors of HP1-beta Chromodomain Interactions with Methylated Histone Tails; AlphaScreen HP1-beta / biotin-H3K9me3 peptide binding; Potency, µM (series often up to 114 µM), for inactives: at the top dose activity change, negative = inhibition, usual class: inhibitors; 0.56% of 390,000 active; further: potency means the concentration at half of the fitted maximal effect; nearly all actives have a fitted effect of over 70% in size; inactives centre near 23
#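 HP1-beta protein (50 nM final) preincubated 30 min at room temperature with biotinylated H3(1-18)K9me3 peptide (50 nM) in PBS pH 7.4, 0.01% Tween-20, then compound added for 30 min. AlphaScreen streptavidin donor/nickel chelate acceptor beads (10 ug/mL final), 30 min dark, luminescence read.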
# PGK inhibitor – qHTS Assay to Find Inhibitors of Phosphoglycerate Kinase; Phosphoglycerate kinase, glycosomal (Trypanosoma brucei brucei), P07378; PGK/GAPDH coupled, Kinase-Glo luminescence, 60 min; Potency, µM (series often up to 57.5 µM), for inactives: at the highest dose activity change, negative = inhibition, most hits filed as inhibitors; 0.043% of 380,000 active; AID 602233, 2012; further: potency means the concentration at half of the fitted maximal effect; on the % scale 0 is the no-effect control and ±100 the full control effect; nearly all actives have a fitted effect of over 60% in size
#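 Luminescent ATP detection (Kinase-Glo Plus) follows a 60-minute room-temperature incubation, with wells lacking PGK as controls. Buffer: 100 mM TEA (pH 7.6), 5 mM MgCl2, 0.01% Tween-20. Coupling enzyme GAPDH (100 nM final) supplies unstable 1,3-BPG in-well.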
# JMJD2A Tudor – qHTS Assay for Inhibitors of JMJD2A-Tudor Domain; Potency, µM (top dose mostly 114 µM), inactives show at the top dose activity change, negative = inhibition, most hits filed as inhibitors; 4.4% of 390,000 active; AlphaScreen JMJD2A-Tudor / H3K4me3 peptide binding; AID 504339, 2011; further: potency means the concentration at half of the fitted maximal effect; on the % scale 0 is the no-effect control and ±100 the full control effect; nearly all actives have a fitted effect of over 50% in size
# BAZ2B inh – qHTS Assay for Inhibitors of BAZ2B | AID 504333, 2011 | AlphaScreen BAZ2B-H3K14Ac peptide displacement | Bromodomain adjacent to zinc finger domain protein 2B (Homo sapiens), Q9UIF8 | Potency, µM (doses to about 114 µM), without a hit: at the top dose activity change, negative = inhibition, usual class: inhibitors | 4.4% of 360,000 active; further: potency means the concentration at half of the fitted maximal effect; on the % scale 0 is the no-effect control and ±100 the full control effect; nearly all actives have a fitted effect of over 60% in size
#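 Inhibition is scored as reduced AlphaScreen emission. The BAZ2B/b-H3(5-23)K14Ac complex (50 nM each) in PBS pH 7.4, 0.01% Tween-20 meets compound (up to 110 uM) for 30 min at RT before bead addition.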
# G9a inh – qHTS Assay for Inhibitors of Histone Lysine Methyltransferase G9a. Histone-lysine N-methyltransferase EHMT2 (Homo sapiens), Q96KQ7. G9a H3K9 monomethylation, AlphaScreen, 2 h. Potency, µM (doses to about 102 µM), for inactives: at the top dose activity, negative = inhibition, most hits filed as inhibitors. 8.8% of 350,000 active. AID 504332, 2011; further: potency means the concentration at half of the fitted maximal effect; on the % scale 0 is the no-effect control and ±100 the full control effect; nearly all actives have a fitted effect of over 75% in size
#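 AlphaScreen detection with an anti-monomethyl H3K9 antibody quantified product after a 2 h room-temperature reaction containing 500 nM biotinylated H3K9 peptide, 20 µM SAM and 20 nM enzyme, which had been preincubated 15 min with compound.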
# GLS inhibitor – qHTS for Inhibitors of Glutaminase (GLS) | 0.21% of 410,000 active | GLS enzymatic activity, qHTS titration | Glutaminase kidney isoform, mitochondrial (Homo sapiens), O94925 | Potency, µM (series often up to 45.5 µM), for the others: at the highest dose activity change, negative = inhibition, usual class: inhibitors; further: potency means the concentration at half of the fitted maximal effect; on the % scale 0 is the no-effect control and ±100 the full control effect
#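 Glutamate formation by hKGA was monitored fluorometrically using coupled glutamate oxidase, HRP and Amplex Red. Substrate was added as 1 mM L-glutamine solution; incubation was 30 min at RT after an initial read.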
# PI4K2A inh – qHTS for small molecular inhibitors of PI4K2A; Phosphatidylinositol 4-kinase type 2-alpha (Homo sapiens), Q9BTU6; purified PI4K2A, ADP-Glo luminescence, 1 h; active compounds read low; activity change, negative = inhibition, % at 76.9 µM; 0.13% of 420,000 active; AID 1346378, 2018; in the data active means activity change below about -50%; inconclusive means mostly about -30% to -49%;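 further: -100% = wells without enzyme as full effect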
#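 PI4K2A activity was measured by ADP-Glo luminescence: enzyme (4 ug/mL stock) and phosphatidylinositol (1.2 mM stock) in Tris pH 7.5/MgCl2/EGTA/Triton X-100 buffer were reacted with ATP (300 microM stock) for one hour at ambient temperature.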
# * = called active by the depositor; i = inactive; ? = inconclusive; · = no result given; [ ] = another dose, or the depositor's remark. Unless noted, the call rests on the fitted dose curve; in most records, active means well fitted curve in the direction sought with a large enough effect; inconclusive means small, poorly fitted or top-dose-only effect, or another doubt; inactive means no such curve, though single readings can be large; an effect the other way counts as inactive or inconclusive.
SMILES,Pin1 inh,ERG-DNA inh,HP1b binding inh,PGK inhibitor,JMJD2A Tudor,BAZ2B inh,G9a inh,GLS inhibitor,PI4K2A inh
Cc1cccc(OCC(=O)Nc2ccccc2OCc2cc(=O)n3ccccc3n2)c1,-5.4%,-3.9%,20.1%[57 µM],i,-1.0%,7.7%,-1.7%[59 µM],0.4%,2.9
Cc1ccc(CCNC(=O)C2CC(c3cc(C(F)(F)F)cc(C(F)(F)F)c3)=NO2)cc1 (stereo unspecified),-9.0%,5.8%,11.4%,0.2%,-31.0%,-8.5%,30.3%[59 µM],-1.2%,-0.6
CCOc1ccc(CCNC(=O)c2ccc3c(c2)N(Cc2ccccc2F)C(=O)c2ccccc2S3=O)cc1OCC (stereo unspecified),2.0%,4.1%,10.9%,-3.8%,-24.9%,?,-9.1%[59 µM],-6.9%,-11.5
Cc1n[nH]c(C)c1NC(=O)CSc1nnnn1-c1cccc(F)c1,4.0%,9.0%,29.6%,7.1%,-5.7%,·,·,1.2%,-1.1
COc1ccc(NC(=O)CSc2nc(-c3ccco3)nc3cc(=O)[nH]n23)cc1,-25.2%,-5.8%,22.2%,-11.2%,-9.7%,79.4µM*,2.2%[59 µM],-26.8%,-1.9
CSc1nnc(C(C)(C)C)c(=O)n1/N=C/c1ccc(C(C)C)cc1,2.7%,4.7%,48.2%[activator],-9.3%,10.8%,-0.3%,3.6%,-16.3%,4.4
COC(=O)C1C(O)=C(C=NC2CCCCC2)C(=O)CC1(C)C (stereo unspecified),-1.7%,8.3%,37.8%,i,-18.5%[11.4 µM],7.4%,-5.1%,-16.0%,0.7
CCn1c(NC(=O)c2cccc(Cn3cc(Cl)cn3)c2)nc2ccccc21,-3.5%,0.9%,30.3%,-12.7%,-19.9%,-1.7%,16.1%[59 µM],-1.1%,2.6
CC1=C(C(=O)Nc2ccccc2)C(c2ccncc2)C(C#N)=C(SCC(=O)Nc2ccccc2)N1 (stereo unspecified),16.8%,-5.2%,40.8%[activator],-0.1%,-24.3%,-4.2%,28.2µM*,-0.4%,-4.5
Cc1oc(-c2ccccc2F)nc1CS(=O)(=O)CC(=O)NCCN1CCCC1,-6.8%,-0.5%,20.7%,-7.5%,-11.0%,-36.3%,?,-3.4%,-3.2
c1ccc2c(c1)[nH]c1c3ccccc3sc21,6.4%,-3.7%,41.1%[activator],-5.2%,-7.7%,-0.9%,14.9%,-6.8%,-1.0
CCCCCOc1ccc(CSc2n[nH]c(C)n2)cc1,-1.6%,3.7%,-11.1%,-0.8%,?,4.5%,·,-9.2%,-3.3
CCOC(=O)c1c(NC(=O)CSc2nnnn2-c2ccc(OC)cc2)sc(C)c1C,0.6%,5.8%,?,-8.6%,50.1µM*,-35.2%,?,-9.6%,0.0
COc1ccc(Cc2nnc(SCC(=O)c3ccccc3)o2)cc1,-0.5%,0.1%,73.1%[activator],-10.4%,14.3%,0.9%,-4.7%,7.8%,9.3
Cc1cc(C)c2nc(-c3ccccn3)cc(C(=O)NCc3ccco3)c2c1,1.9%,5.5%,13.2%,-6.2%,?,?,-10.0%[59 µM],-1.3%,-20.9
C#CC[N+](C)(C)CCCCCCCCC,-4.0%,-1.2%,29.7%,-3.7%,4.3%[57.1 µM],31.9%[activator],-25.7%[59 µM],0.0%,1.2
CCN(CC)CC(=O)NCC1(c2ccccc2)CCCC1,3.3%,4.9%,35.8%[activator],1.9%,-10.9%,-13.1%,-41.4%,-13.4%,-3.3
COc1cccc(CN(C)C(=O)COc2ccc(C(=O)c3ccc(Cl)cc3)cc2)c1OC,30.5%[activator],6.7%,16.0%,-2.7%,-6.2%,5.1%,?,-12.1%,-13.0
COc1ccc(CC(=O)Nc2cccc(-c3ccc4nnc(C)n4n3)c2)cc1,-4.3%,-7.2%,42.8%[activator],-5.3%,-9.8%,-19.7%,-30.2%,-13.6%,-20.9
CCCCC1CCC(C(=O)Nc2ccccc2)CC1 (stereo unspecified),-0.5%,2.9%,2.3%,i,-11.5%,-4.7%,-1.1%,5.7%,1.0
COc1cc(NC(=O)CCCC(=O)OCC(F)(F)C(F)F)nc(OC)n1,-5.3%,·,?,-2.6%[11.5 µM],-11.9%,12.7%,6.2%,0.8%,-2.8
COc1ccc(N2CC(NC(=O)Cc3cccs3)CC2=O)cc1 (stereo unspecified),-12.9%,-3.8%,20.4%,-2.4%,-1.6%,-0.5%,-1.0%[59 µM],-12.2%,-1.6
CC(C)c1ccc(N(C(=O)c2csnn2)C(C(=O)NC2CCCC2)c2cccnc2)cc1 (stereo unspecified),-1.7%,-6.6%,17.0%,9.4%,-4.2%,0.1%,13.8%,3.6%,-12.4
O=C(O)C1CC(c2ccccc2F)=NO1 (stereo unspecified),-3.5%,1.6%,19.7%,-7.9%,-32.6%,?,-33.5%[12.7 µM],9.4%,-0.2
CCN(CC)C(=S)SCC(=O)Nc1cccc(C(F)(F)F)c1,0.8%,-5.8%,72.9%[activator],i,32.9%,·,·,-4.5%,1.5

# (listing goes on)
SMILES,Pin1 inh,ERG-DNA inh,HP1b binding inh,PGK inhibitor,JMJD2A Tudor,BAZ2B inh,G9a inh,GLS inhibitor,PI4K2A inh
O=C(NC1CCN(C(=O)Nc2ccc(F)cc2)CC1)c1cccc(F)c1,0.1%,13.1%,1.4%,i,-7.2%,4.2%,3.1%,-0.2%,2.8
CCOC(=O)C(CC)Sc1ccc2nnc(CCNS(=O)(=O)c3ccc(C)cc3)n2n1 (stereo unspecified),-7.7%,-2.7%,61.2%[activator],-8.2%,4.8%,-12.1%,-0.4%[59 µM],-4.9%,1.0
COc1cccc(OC)c1C(=O)NC(=O)Oc1c(F)cccc1F,-1.0%,-15.1%,44.2%[activator],-5.6%,-5.5%,-7.0%,-2.2%[12.7 µM],12.5%,6.4
CC(C)(C)c1cc(C(=O)N/N=C/c2cc3c(cc2Br)OCO3)n[nH]1,0.3%,12.9%,20.3%,-9.2%,6.5%,-16.3%,48.4%[activator],0.8%,-4.4
O=C(O)c1ccccc1-c1ccccc1C(=O)NCc1cccnc1,-1.3%,2.6%,41.9%[activator],-5.8%,-11.7%,-13.7%,-0.1%,25.2%,-0.4
CC(=O)N1c2ccccc2C(=O)C1N1CCN(c2cccc(Cl)c2)CC1 (stereo unspecified),9.9%,0.3%,22.9%,-5.1%,-20.1%,-25.2%,-10.5%[59 µM],2.5%,0.2
COC(=O)C1CCN(C(=O)COC(=O)c2ccc(N3CCCC3=O)cc2)CC1,3.2%,10.7%,51.6%[activator],9.4%,-0.3%,·,·,0.1%,-1.4
CC1(CCc2ccccc2)NC(=O)N(Cc2cc([N+](=O)[O-])cc3c2OCOC3)C1=O (stereo unspecified),2.1%,-8.8%,23.9%,i,-19.3%,-22.8%,?,-15.3%,-10.0
O=C(CNC(=O)c1ccc(Br)o1)NCc1ccc(F)cc1,0.9%,11.1%,43.7%,-3.3%,-1.5%,-2.5%,-0.6%,-2.6%,-3.7
COc1ccc(S(=O)(=O)N2CCCCCC2)cc1NC(=O)Cc1cc(OC)c(OC)c(OC)c1,4.9%,-1.0%,20.4%,-6.5%,-12.9%,3.8%,-1.9%[59 µM],-0.4%,5.3
Cc1cc(C)n(CC(=O)N/N=C/c2ccc([N+](=O)[O-])s2)n1,1.4%,-4.4%,12.0%,-4.1%,-11.2%,·,-50.7%,-8.8%,-0.8
O=C1OC(N2C(=O)CC[C@H]2C(=O)Nc2ccc(F)c(F)c2)c2ccccc21 (stereo partly specified),-1.3%,4.5%,35.2%[activator],-3.5%,-0.7%,21.7%,·,3.3%,-1.5
C=CCN1N=C(c2ccc(Cl)s2)CSC1=O,?,-7.9%,44.5%[activator],0.1%,15.8%,12.6%,-10.6%[59 µM],2.3%,-7.3
CC(C)CN(C(=O)CN1CCCCCC1)c1c(N)n(CC(C)C)c(=O)[nH]c1=O,?,-3.9%,29.0%,-4.1%,-2.3%,-10.7%,-30.3%,-10.9%,5.6
O=C(NCC1CCCO1)c1cccs1 (stereo unspecified),0.2%,-5.4%,41.6%[activator],-2.1%,-2.6%,9.9%,28.9%[59 µM],1.5%,-0.9
C[C@@H](NC(=O)[C@@H]1Cc2ccccc2CN1)C(=O)NC1CCCCC1,-0.6%,0.4%,19.6%,-2.9%,-9.0%,-20.2%,?,-2.0%,-3.1
CN(Cc1ccccc1Cl)C(=O)C1CC(=O)N(c2ccc3c(c2)OCCO3)C1 (stereo unspecified),-0.3%,3.6%,14.9%,-6.2%,-15.1%,11.2%,-16.3%,9.3%,-2.6

# An unsorted share of the library; any-hit rate near 11%.
